HUVEC inhibit: blocks proliferation of human endothelial cells; HUVEC proliferation, CellTiter-Glo luminescence, 72 h; hits give low values; viability, % at 10 µM (by protocol); actives 1.1% (n = 86,000);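 active = viability at or below 30%; inactive = viability above 30%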;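 note: 100% = median luminescence of DMSO-only cell control wells on each plate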
PostGolgi ctrl: growth of the yeast control strain, post-Golgi counter-screen. efflux-deficient yeast background strain, growth absorbance A615, 16 h. inhibition, % at 10 µM. actives 5% (n = 98,000); in the data active = inhibition above about 30%
sEH inhibitor: soluble epoxide hydrolase (human) inhibition; inhibition, % at 2 µM; recombinant human sEH enzymatic activity assay; actives 0.34% (n = 91,000); in the data active = inhibition above about 80%; note: values of inactives mirror those of a sister screen read the other way; many of its hits are not listed in these tables
Target sequence (P34913 whole entry, looked up): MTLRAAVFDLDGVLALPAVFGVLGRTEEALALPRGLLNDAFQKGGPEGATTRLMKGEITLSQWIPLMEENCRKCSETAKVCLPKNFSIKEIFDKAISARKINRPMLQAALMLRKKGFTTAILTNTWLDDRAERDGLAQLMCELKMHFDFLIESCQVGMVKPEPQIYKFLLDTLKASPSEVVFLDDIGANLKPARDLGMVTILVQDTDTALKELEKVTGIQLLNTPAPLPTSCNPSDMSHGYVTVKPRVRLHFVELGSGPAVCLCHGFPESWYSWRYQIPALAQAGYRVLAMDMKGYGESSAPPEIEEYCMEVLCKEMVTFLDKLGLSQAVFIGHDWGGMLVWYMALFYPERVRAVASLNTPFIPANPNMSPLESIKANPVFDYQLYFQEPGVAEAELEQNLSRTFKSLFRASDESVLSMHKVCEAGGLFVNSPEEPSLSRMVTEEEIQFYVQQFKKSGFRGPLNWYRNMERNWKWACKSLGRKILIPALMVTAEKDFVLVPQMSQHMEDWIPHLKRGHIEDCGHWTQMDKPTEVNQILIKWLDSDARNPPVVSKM
S1P2 ag: S1P2 (human) receptor agonism; actives 0.46% (n = 97,000); activation, % at 4.5 µM; S1P2-expressing cell line, agonist reporter read-out; in the data active = activation above about 16%;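 note: 0% = vehicle low control and 100% = maximal reference agonist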
Target sequence (O95136 whole entry, looked up): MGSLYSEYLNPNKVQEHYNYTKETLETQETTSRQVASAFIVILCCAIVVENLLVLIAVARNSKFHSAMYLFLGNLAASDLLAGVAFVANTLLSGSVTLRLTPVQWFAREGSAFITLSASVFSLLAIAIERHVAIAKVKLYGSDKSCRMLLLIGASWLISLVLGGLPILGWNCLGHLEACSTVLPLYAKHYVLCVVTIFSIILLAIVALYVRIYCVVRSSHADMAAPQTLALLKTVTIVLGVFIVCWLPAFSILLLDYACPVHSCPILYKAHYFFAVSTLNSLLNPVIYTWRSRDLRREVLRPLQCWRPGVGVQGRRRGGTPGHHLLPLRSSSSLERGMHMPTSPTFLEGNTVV
Fibroblast inh: blocks proliferation of human lung fibroblasts; actives 1.1% (n = 85,000); viability, % at 10 µM; LL 47 human lung fibroblast viability, ATP luminescence; hits give low values;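 active = viability at or below 50% in the single dose screen; inactive = viability above 50%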;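 note: compound exposure lasted 72 h before the ATP readout; 100% = median luminescence of untreated cell-only wells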
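Test system: LL 47 human lung fibroblasts / Incubation: 72 h compound exposure at 37 °C after overnight plating / Technique: luminescent ATP detection, CellTiter-Glo / Compound dosing: 0.1% DMSO in all compound wells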
S1P2 antag: blocks the human S1P2 receptor | inhibition, % at 5 µM | AID 736 | actives 0.21% (n = 97,000) | O95136 | cell-based S1P2 antagonist assay, inhibition at 5 uM; in the data active = inhibition above about 45%;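 note: CRE beta-lactamase reporter cells expressing human S1P2 stimulated with S1P; 0% = agonist at EC80 alone and 100% = agonist plus reference antagonist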
sEH activator: soluble epoxide hydrolase (human) activation | P34913 | purified human sEH enzymatic activity, activator screen | activation, % at 2 µM | actives 0.04% (n = 91,000) | AID 717; in the data active = activation above about 37%; note: values of inactives mirror those of a sister screen read the other way
H69AR inhibit: blocks growth of human H69AR lung tumor cells; H69AR lung tumor viability, ATP luminescence, 72 h; hits give low values; AID 598; viability, % at 10 µM; actives 6% (n = 85,000);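 active = viability at or below 40%; inactive = viability above 40%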;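 note: multidrug resistant small cell line overexpressing MRP-1 efflux transporter; 100% = mean luminescence of untreated control wells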
PTPN22 act: LYP (human) phosphatase activation. actives 0.11% (n = 96,000). AID 697. recombinant LYP, DiFMUP fluorescence; 0 = plate median, 100 = signal doubled. Q9Y2R2. activation, % at 2 µM;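 active = activation at 2 µM above a set limit, the mean plus 5 SD, cut at about 37% in these data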
Starred values were filed as active, the others as inactive; / = not tested or not shown. These rows are one share of the data; rates above refer to the full screens.

SMILES	HUVEC inhibit	PostGolgi ctrl	sEH inhibitor	S1P2 ag	Fibroblast inh	S1P2 antag	sEH activator	H69AR inhibit	PTPN22 act
CCC(C)C(=O)Nc1nc(C)c(-c2csc(Nc3ccccc3OC)n2)s1 (configuration not stated)	/	4	14	-6	/	1	-13	/	-1
CCc1c(C)c2c(C)[nH]nc2oc1=O	96	22	27	-12	105	7	-26	110	-5
COC(=O)c1ccc(-n2c(C)nc(=O)c(-c3ccccc3)c2C)cc1	99	2	17	-5	98	-1	-14	116	-4
O=C(Cn1cc2c(n1)CCCCC2)NC1CCN(Cc2ccccc2)CC1	93	30	0	/	95	/	5	94	-7
Cc1nn(Cc2cccc(C(=O)Nc3ccn(Cc4c(F)c(F)cc(F)c4F)n3)c2)c(C)c1[N+](=O)[O-]	/	12	54	-4	/	-4	-53	/	-6
Cc1ccccc1Nc1nnc(SCC(=O)NC(=O)NCc2ccco2)s1	85	3	/	/	93	/	/	32*	/
CCOC(=O)N1CCC(NC(=O)c2ccc3c(c2)N(CC)CCS3)CC1	105	/	55	-3	97	13	-55	53	-1
CCSc1nc2cc(OC)c(OC)cc2c(=O)n1CC	86	24	-1	3	92	-34	1	53	3
Cc1cccc(-n2c(=O)c(C#N)cc3c(=O)n4ccccc4nc32)c1	104	1	-14	39*	103	-63	13	82	16
c1coc(CNC2CCCCC2)c1	102	/	-1	-3	103	-15	4	83	3
O=C(CSc1nc2ccsc2c(=O)n1NC(=O)c1ccccc1)Nc1nccs1	97	/	-4	-2	103	-8	5	102	-3
Cc1onc(-c2ccccc2Cl)c1C(=O)Nc1nnc(Cc2ccc(Cl)cc2)s1	103	15	3	-8	101	-2	-3	91	-6
Cc1cc(=O)oc(C)c1C(=O)N1CCN(C)CC1	104	4	/	-7	100	12	/	93	-2
COc1ccccc1C1C(C(N)=O)=C(C)Nc2nc(-c3ccccc3Cl)nn21 (configuration not stated)	96	9	6	-6	91	3	-8	100	1
CC(=O)c1cc2c(cc1NS(=O)(=O)c1ccc(C)cc1)OCCO2	60	16	25	-6	81	-31	-21	18*	-16
O=C(C[n+]1ccc(C(=O)N/N=C/c2ccc(O)cc2)cc1)c1ccccc1	96	4	-7	1	104	-4	8	93	13
c1ccc(CCNc2nc(-c3cccnc3)cs2)cc1	/	14	-1	-6	/	10	0	/	-10
CC1=C(C(=O)OCC(C)C)C23C(=O)c4ccccc4C2(O1)OC(N)=C3C#N (configuration not stated)	97	14	15	-1	94	-13	-14	88	4
NC(=O)CSc1nc2ccccc2c(=O)n1Cc1ccco1	90	/	-1	-5	94	-9	6	80	9
CC(C)(C)NC(=O)Cn1c(-c2nonc2N)nc2ccccc21	83	0	6	-2	99	-13	-5	94	0
CN1CCN(C(=S)NC(=O)/C=C/c2ccccc2)CC1	/	-3	1	-1	/	-1	2	/	-8
CCOc1ccccc1C(=O)NC1CCN(Cc2nnnn2C2CCCC2)CC1	93	9	-6	-5	100	1	8	96	2
O=C(Nc1ccc(N2CCN(C(=O)c3ccccc3)CC2)cc1)c1ccc2c(c1)OCO2	67	-6	34	-6	96	-13	-32	61	3
O=C(O)c1ccc(-c2cccc(Cl)c2)o1	94	/	3	-8	103	6	0	90	0
CCCCNC(=O)CCc1c(C)nc2nc(-c3cc(OC)cc(OC)c3)nn2c1C	77	9	17	-5	99	-2	-14	101	1
SMILES	HUVEC inhibit	PostGolgi ctrl	sEH inhibitor	S1P2 ag	Fibroblast inh	S1P2 antag	sEH activator	H69AR inhibit	PTPN22 act
COC(=O)c1c(NC(=S)Nc2ccccc2Cl)sc(C)c1C	/	-1	13	-5	/	-15	-9	/	3
C=CCn1c(SCC(=O)Nc2cccc3ccccc23)nnc1-c1cnccn1	94	-1	22	-5	98	8	-22	81	6
O=C(NCc1ccccn1)Nc1cccc(Cl)c1	92	-6	/	/	97	/	/	91	/
O=S(=O)(Nc1ccc2c(c1)OCCO2)c1ccc(F)cc1	98	14	7	-3	94	-8	-5	104	7
CCOc1ccc(Br)cc1S(=O)(=O)Nc1nc(CN2CCOCC2)nc2sc(C)c(C)c12	84	12	-16	-4	98	5	14	34*	-5
Cc1oc(C(=O)O)cc1COc1ccc2c3c(c(=O)oc2c1)CCC3	105	-2	2	-4	114	-15	-2	96	2
CCSc1nc2sc3c(c2c(=O)n1CC)CC(C)(C)OC3	/	11	-15	-2	/	-15	16	/	2
Cc1onc(-c2ccccc2)c1C(=O)Nc1ccccc1N1CCOCC1	84	15	/	/	92	/	/	31*	/
COc1ccc2c(Cl)c(C(N)=O)sc2c1	66	5	/	/	96	/	/	91	/
COCCNC(=O)C(c1ccco1)N(C(=O)Cn1nnc2ccccc21)c1cccc(C)c1C (configuration not stated)	95	2	-4	-4	98	-15	4	105	3
CCCCOC(=O)c1ccc(NC(=O)CSC2=Nc3ccccc3C3CC=NN23)cc1 (configuration not stated)	/	3	-4	-3	/	-15	4	/	-13
CCOC(=O)c1cccc(NC(=O)c2cnccn2)c1	100	1	-2	-6	113	12	0	99	-11
O=C(COc1ccccc1)NCCSc1ccccc1	108	5	/	-9	107	-4	/	88	0
CCc1noc(C)c1C(=O)Nc1nc(-c2cc(C)ccc2C)c(C)s1	/	4	3	-4	/	7	0	/	-8
CCOC(=O)c1ccc(NC(=O)CSc2ncccn2)cc1	92	31*	5	-4	102	12	-4	85	2
CCCCn1nnnc1SCC(=O)Nc1sc2c(c1C#N)CCCC2	97	22	18	-3	93	-12	-19	62	-5
Brc1ccc(-c2nnc3sc(CN4CCN(c5ccccc5)CC4)cn23)cc1	98	7	/	/	105	/	/	77	/
CSCCC(Nc1ncnc2ccc(Br)cc12)C(=O)O (configuration not stated)	92	7	-6	-5	92	-13	5	94	5
O=C(Nc1ccc2c(c1)OCO2)c1c(F)c(F)c(F)c(F)c1F	93	1	-8	-3	97	-7	11	87	2
CCN(c1cccc(C)c1)S(=O)(=O)c1ccc2c3c(cccc13)C(=O)N2	99	/	6	-2	90	-1	-4	60	-5
O=c1[nH]c(NCc2ccccc2)nc2c1CCCC2	100	4	-7	-7	99	8	6	88	-5
CCOC(=O)c1ccoc1CSCc1ccc(C(=O)OC)o1	98	-3	-4	-3	109	17	2	91	9
O=C(O)CSCC(=O)c1ccccc1	99	7	-3	-9	94	22	0	109	7
OC(COc1ccc2ccccc2c1)CN1CCN(c2ccc(F)cc2)CC1 (configuration not stated)	84	20	/	/	91	/	/	49	/
CCSc1nnc(NC(=O)CSc2nc3c(c(=O)n2-c2ccccc2OC)SCC3)s1	81	/	7	2	97	-30	-4	50	-9
SMILES	HUVEC inhibit	PostGolgi ctrl	sEH inhibitor	S1P2 ag	Fibroblast inh	S1P2 antag	sEH activator	H69AR inhibit	PTPN22 act
Cc1ccccc1N1C(=O)CC(Sc2nnc(-c3ccccc3)o2)C1=O (configuration not stated)	85	11	/	-3	46*	-2	/	1.8*	3
COC(=O)c1ccccc1NC(=O)CN1CCOCC1	95	-1	1	-4	103	-16	1	92	-8
COC(=O)C1CCN(C(=O)c2c(-c3ccccc3Cl)noc2C)CC1	97	6	-1	-3	96	-4	-1	88	1
Cc1ccc(NC(=O)C2CC(=O)n3ncnc3N2)cc1 (configuration not stated)	86	0	-12	-7	94	-14	14	99	-1
Cc1cc(-n2c(C)cc(C(=O)CSc3nnnn3-c3ccc(Cl)cc3)c2C)no1	50	5	-3	2	70	-3	2	49	1
O=C(COC(=O)c1ccccn1)Nc1cccc(Cl)c1	90	-7	/	/	97	/	/	92	/
Cc1ccc2[nH]c3c(c2c1)CN(C(=O)CN1c2ccc(F)cc2CCC1C)CC3 (configuration not stated)	63	32*	3	-7	95	11	-1	11*	-9
O=c1oc2cc(O)ccc2c2ccccc12	81	0	9	-4	105	-17	-8	91	-3
[O-][n+]1ccc(C2CC2)cc1	96	9	-1	-8	96	20	1	95	-6
Cc1c(CC(=O)O)c(=O)oc2cc(OCc3nn[nH]n3)ccc12	/	20	1	1	/	10	0	/	3
Cc1n[nH]c(C)c1N=Nc1cc(Cl)ccc1Cl	/	13	-2	-5	/	-15	3	/	-9
Cc1ccc(C(=O)C2=C(O)C(=O)N(CCCn3ccnc3)C2c2ccc(OC(C)C)cc2)o1 (configuration not stated)	102	20	-2	-2	98	23	0	94	4
CCCc1cc(=O)[nH]c(SCc2ccccc2Cl)n1	84	45*	-9	2	102	-2	11	80	11
COC(=O)c1cc(C(=O)OC)n(Cc2ccc(Cl)cc2Cl)n1	85	9	-10	-4	92	-10	8	101	-4
N#CC1=C(SCC(=O)NCc2ccccc2)NC(=O)CC1c1ccco1 (configuration not stated)	95	0	1	-2	98	16	-2	87	7
CCCc1nc(N)c(C#N)c(N)c1C#N	78	-2	/	17*	96	-37	/	96	3
CCCCn1c(SCC(=O)Nc2cc(NC(=O)c3ccco3)ccc2C)nc2ccccc2c1=O	31	9	14	-2	98	10	-14	6.8*	-14
CCOc1ccc2[nH]c(O)c(NC(C)=O)c2c1	99	-3	3	2	106	-4	0	82	19
CN(C)CCCCCCCCCCC(=O)/C=N/O	/	/	-1	-3	/	15	3	/	2
CCn1c(SCC(=O)n2c(C)c(C)c3ccccc32)nnc1-c1ccco1	83	4	-7	-6	111	3	3	93	1
O=C(c1ccccc1)N1CCOC12CCN(c1ncc(C(F)(F)F)cc1Cl)CC2	102	27	11	-1	98	8	-8	84	-10
CCCCNC(=O)c1ccc2c(c1)ncn2C1CCCCC1	/	2	7	-5	/	8	-4	/	3
CCS(CC)=NS(=O)(=O)c1ccc(NC(C)=O)cc1	/	0	-3	0	/	21	4	/	2
O=C(/C=C/c1ccccc1)Nc1ncn[nH]1	/	6	6	-3	/	28	-5	/	11
CCCc1cc(=O)[nH]c(SCC(=O)N(C)CC(=O)Nc2ccccc2CC)n1	87	12	-8	-5	101	4	7	100	2

Structures shown so far that have an aryl methoxy group:
SMILES	HUVEC inhibit	PostGolgi ctrl	sEH inhibitor	S1P2 ag	Fibroblast inh	S1P2 antag	sEH activator	H69AR inhibit	PTPN22 act
CCC(C)C(=O)Nc1nc(C)c(-c2csc(Nc3ccccc3OC)n2)s1 (configuration not stated)	/	4	14	-6	/	1	-13	/	-1
CCSc1nc2cc(OC)c(OC)cc2c(=O)n1CC	86	24	-1	3	92	-34	1	53	3
COc1ccccc1C1C(C(N)=O)=C(C)Nc2nc(-c3ccccc3Cl)nn21 (configuration not stated)	96	9	6	-6	91	3	-8	100	1
CCCCNC(=O)CCc1c(C)nc2nc(-c3cc(OC)cc(OC)c3)nn2c1C	77	9	17	-5	99	-2	-14	101	1
COc1ccc2c(Cl)c(C(N)=O)sc2c1	66	5	/	/	96	/	/	91	/
CCSc1nnc(NC(=O)CSc2nc3c(c(=O)n2-c2ccccc2OC)SCC3)s1	81	/	7	2	97	-30	-4	50	-9

New compounds follow:
SMILES	HUVEC inhibit	PostGolgi ctrl	sEH inhibitor	S1P2 ag	Fibroblast inh	S1P2 antag	sEH activator	H69AR inhibit	PTPN22 act
COC(=O)/C=C(\C)NC(=O)c1ccc(F)cc1	112	-5	9	-2	102	-5	-7	104	-3
CCOc1ccc(NC(=O)CC2C(=O)N(c3ccccc3)C(=O)N2Cc2ccccn2)cc1 (configuration not stated)	96	8	-11	-5	97	10	11	99	6
O=C1C2CC=C(Cl)CC2C(=O)N1CC1OCCc2ccccc21 (configuration not stated)	116	6	-1	-3	102	-7	0	96	2
COc1cccc(NC(=O)CNC(=O)c2cccs2)c1	86	-12	4	-2	97	-13	0	93	21
COc1cccc(C(=O)Nc2ccc(C(=O)O)cc2)c1	104	-4	13	-5	91	3	-14	92	-4
O=C(Cn1cnc2ccccc2c1=O)OCC(=O)c1ccc2c(c1)OCCO2	88	6	10	-8	92	-10	-9	97	2
COC(=O)c1cccc(NS(=O)(=O)c2ccc(NC(C)=O)cc2)c1C	104	6	0	-7	109	3	2	99	6
CCOC(=O)c1nn(-c2ccc(F)cc2)c2nc(CC(C)C)c(C#N)c(=O)n12	98	/	-1	-2	100	-32	1	82	2
COc1cc(NC(=O)Cc2cccs2)cc(OC)c1	91	1	8	-5	105	2	-4	98	-7
COC(=O)c1cc(Br)c(=O)n(CCN2CCCC2)c1	104	26	/	-3	100	-4	/	87	6
CC1(C)OC(=O)N(c2ccccc2)C12C=Cc1c(ccc3ccccc13)O2 (configuration not stated)	85	/	0	-2	94	-6	0	86	-3
CNC(=O)Nc1cccc(C(F)(F)F)c1	98	15	4	-1	94	6	-4	102	-1
